# A-T KAP1 phos: potential ataxia-telangiectasia treatment; […] A-T fibroblasts, KAP-1 phosphorylation AlphaLISA; neocarzinostatin DNA damage 30 min before lysis; Potency, µM (highest dose often 57.5 µM), for inactives: top-dose activation, hits mostly activators; 0.19% of 320,000 active; also: potency is read from the fitted curve at half-maximal effect; % of control where 0% means no effect; nearly all actives have a fitted effect of over 45% in size
#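 hTERT-immortalized A-T patient fibroblasts ([…]), 500 cells/well in OPTI-MEM, 1% FBS, got compounds for 60 min, then NCS for 30 min at 37C. Lysates were then assayed for phospho-KAP-1 by AlphaLISA (anti-pKAP1 donor, anti-KAP1 acceptor beads), 6 hr at 25C.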
# Tb PFK inh: inhibitors of T. brucei phosphofructokinase; T. brucei PFK, ADP-Glo luminescence; Potency, µM (top dose mostly 57.5 µM), for the others: at the top dose activity, negative = inhibition, actives largely listed as inhibitors; 0.17% of 330,000 active; AID 485367;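 also: potency is read from the fitted curve at half-maximal effect; 0% = uninhibited 1x PFK enzyme wells and -100% = no-enzyme wells; nearly all actives have a fitted effect of over 60% in size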
# Target sequence (O15648 whole entry, looked up): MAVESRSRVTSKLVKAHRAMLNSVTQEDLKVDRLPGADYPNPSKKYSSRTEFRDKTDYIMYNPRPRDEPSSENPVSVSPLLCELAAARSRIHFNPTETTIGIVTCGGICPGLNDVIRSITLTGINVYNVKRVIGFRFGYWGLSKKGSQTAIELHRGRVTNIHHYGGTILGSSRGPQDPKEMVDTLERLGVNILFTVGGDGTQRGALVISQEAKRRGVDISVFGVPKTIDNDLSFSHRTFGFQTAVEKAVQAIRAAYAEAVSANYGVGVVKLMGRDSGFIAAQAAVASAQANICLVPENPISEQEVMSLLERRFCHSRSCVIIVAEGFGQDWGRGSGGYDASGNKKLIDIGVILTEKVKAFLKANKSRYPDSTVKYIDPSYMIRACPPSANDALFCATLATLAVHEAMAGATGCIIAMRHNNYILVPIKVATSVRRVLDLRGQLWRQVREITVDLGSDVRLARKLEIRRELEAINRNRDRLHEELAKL
#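 1.25 nM PFK with 0.5 mM F6P and 0.1 mM ATP in 0.1 M TEA pH 8.0, 5 mM MgCl2, incubated 45 min at room temperature; ADP measured by ADP-Glo luminescence; compounds titrated up to 57 uM.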
# TSHR antag: antagonists of human thyroid stimulating hormone receptor; P16473; TSHR-expressing cells, TSH-stimulated cAMP HTRF, 2 h; hits give low values; activity change, negative = inhibition, % at 11.5 µM; 0.2% of 330,000 active; AID 504810;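 active = activity change below a set negative limit, meaning inhibition stronger than a set level, cut at about -70% in these data; inconclusive = activity change between two set negative limits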; also: % is scaled to controls: 0 for no effect and ±100 for the full control effect
#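 Competitive HTRF cAMP read-out (cryptate anti-cAMP antibody, cAMP-d2; 30 min, room temperature) in freshly harvested TSHR cells. Compounds added before TSH at EC80 (4nM final), followed by 2 hours' incubation at 37 deg C.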
# FBPA coupling cs: coupling enzyme interference in Giardia aldolase counter-screen; coupling enzyme system counterscreen, AmpLite Red fluorescence; activity change, negative = inhibition, % at 58.2 µM, hits read low; 0.67% of 290,000 active; in the data active = activity change below about -30%; also: % is scaled to controls: 0 for no effect and ±100 for the full control effect
#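 Compounds tested against the coupling enzymes alone at 57.5 uM final; readout was AmpLite Red fluorescence (525/598 nm) after 20 min at RT.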
# TCR act: activates T cell receptor signaling; primary human leukocytes, anti-CD3, IL-2 HTRF, 48 h; Potency, µM (top dose mostly 9.22 µM), for the others: top-dose activation of IL-2 secretion, hits mostly activators; 330,000 tested, under 10 active; also: % of control where 0% means no effect
#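 Human primary leukocytes + a-CD3 beads + cpd, 48 hr; IL-2 in supernatant by HTRF (ex 320nm / em 665nm). No co-stimulatory signal supplied.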
# Chronic BCR inh: inhibitors of chronic active B-cell receptor signaling; Potency, µM (highest dose often 46.1 µM), for inactives: top-dose ratio change, negative = lower green/red ratio, most hits filed as inhibitors; 0.05% of 340,000 active; ABC-DLBCL IkBa-CBG/CBR reporter, luminescence ratio, 4 h; active = well fitted inhibition curve with a large enough effect in the signal ratio, with a control signal flat, not every such curve was filed as active; inconclusive = small, poorly fitted or top-dose-only effect, or effect the other way, or a change in a side signal; the % refers to the signal ratio;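 also: potency is read from the fitted curve at half-maximal effect; plate controls were basal doxycycline-induced cells for no effect and cells given 10 µM MG132 for full effect; MG132 reads +100%, hits lower the ratio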
#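 TMD8 ABC-DLBCL cells carrying doxycycline-inducible green luciferase fused to IkappaBalpha plus unfused red luciferase were exposed to compounds (up to 46 uM) for 4 hrs at 37C. Activity came from the overlap-corrected green/red luminescence ratio.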
# MLL CXXC-DNA inh: inhibitors of human MLL CXXC domain-DNA interaction. Q03164. MLL-CXXC / FITC-HOXA9 DNA fluorescence polarization. Potency, µM (highest dose often 115 µM), for inactives: at the highest dose activity change, negative = inhibition, usual class: inhibitors. 0.037% of 290,000 active. AID 2662; active = well fitted inhibition curve with a large enough effect in the polarisation, with a control signal flat, not every such curve was filed as active; inconclusive = small, poorly fitted or top-dose-only effect, or effect the other way, or a change in a side signal; inactive = no such curve, though single readings can be large or run the other way; the % refers to the polarisation; also: potency is read from the fitted curve at half-maximal effect
#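 Purified MLL-CXXC (added from a 7 uM solution) was preincubated 5 min at ambient with pinned compounds in 50 mM Tris-HCl pH 7.5, 50 mM NaCl, 1 mM DTT, 0.05% BSA. Fluorescein-labeled HOX-A9 DNA (50 nM solution) followed, 30 min, then polarization read.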
# GALK inh: inhibitors of human galactokinase. P51570. Purified GALK, Kinase-Glo residual ATP luminescence. Potency, µM (highest dose often 57.5 µM), without a hit: at the top dose activity change, negative = inhibition, hits mostly inhibitors. 0.007% of 270,000 active. AID 1868; also: potency is read from the fitted curve at half-maximal effect; % is scaled to controls: 0 for no effect and ±100 for the full control effect
# Target sequence (P51570 whole entry, looked up): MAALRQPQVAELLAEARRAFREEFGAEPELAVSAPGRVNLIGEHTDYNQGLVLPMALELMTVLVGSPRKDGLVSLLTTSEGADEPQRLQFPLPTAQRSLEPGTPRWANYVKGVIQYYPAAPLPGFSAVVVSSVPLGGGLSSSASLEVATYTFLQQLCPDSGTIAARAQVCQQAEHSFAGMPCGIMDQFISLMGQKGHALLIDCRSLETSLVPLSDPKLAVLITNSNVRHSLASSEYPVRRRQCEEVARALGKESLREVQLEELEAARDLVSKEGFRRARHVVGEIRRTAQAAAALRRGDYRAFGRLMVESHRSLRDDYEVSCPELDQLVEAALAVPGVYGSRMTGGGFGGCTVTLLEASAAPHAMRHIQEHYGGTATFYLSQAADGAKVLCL
#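 Kinase-Glo Plus luminescence measured ATP left after a 1 h room-temperature reaction. The reaction used 5 nM GALK, 100 uM galactose and 35 uM ATP at pH 8.0 (20 mM HEPES, 5 mM MgCl2, 60 mM NaCl, 1 mM DTT, 0.01% BSA).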
# KCNH2 WT inh: blocks the wildtype human KCNH2 potassium channel | 0.37% of 340,000 active | activity change, % at 1.84 µM | U2OS, BacMam KCNH2, thallium flux FluxOr; hits give low values;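 active = maximum activity change below -70%; inconclusive = maximum activity change between -70% and -50%; inactive = maximum activity change above -50%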; also: % is scaled to controls: 0 for no effect and ±100 for the full control effect
#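 U2OS cells were transduced with wild-type KCNH2 virus (2.03 x 10^8 / mL) for 4 h at room temperature, then cultured overnight at 37 C. Thallium flux was read with FluxOr dye. Rate constants were normalized to DMSO controls.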
# Giardia killer: Giardia lamblia killing; activity change, % at 7.66 µM, hits read low; 0.15% of 340,000 active; Giardia lamblia trophozoite viability; in the data active = activity change below about -80%; inconclusive = between about -30% and that limit;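 also: parasites exposed to compound for two days anaerobically before the ATP read; % is scaled to controls: 0 for no effect and ±100 for the full control effect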
#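 Each well holds 100 Giardia trophozoites and compound. After two days (48 hrs) at 37 deg C in anaerobic conditions, ATP is quantified by luminescence.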
# * marks the source's active call; other numbers are inactive results; ? = inconclusive; . = not tested or not shown; [ ] = another dose, or the depositor's remark. Unless noted, calls follow the shape of the dose curve; as a rule, active = well fitted curve in the direction sought with a large enough effect; inconclusive = small, poorly fitted or top-dose-only effect, or another doubt; inactive = no such curve, though single readings can be large; an effect the other way counts as inactive or inconclusive. An unsorted share of the library. Share with any hit: about 1.6%.
# Value order: A-T KAP1 phos, Tb PFK inh, TSHR antag, FBPA coupling cs, TCR act, Chronic BCR inh, MLL CXXC-DNA inh, GALK inh, KCNH2 WT inh, Giardia killer
- COc1ccc(Cc2nnc(NC(=O)C3CC(=O)N(CCc4ccc(F)cc4)C3)s2)cc1OC (configuration not stated)
    -3%, 5%, -13, 4, 5%, -5%, -5%, -1%, -2, 7
- O=C(O)C1=C[C@H](C2CC2)C[C@H](OCCCCO)O1
    -9%, -4%, -1, 2, 7%, 0%, -11%, 2%, 7, 2
- Nc1nc2n(n1)C1(CCCCC1)C1=C(CCCC1)N2
    3%, 0%, 3, -8, ., 0%, 28%, 4%, ., .
- CC1CCc2cc(F)ccc2N1C(=O)CSc1nnc2c3ccccc3n(C)c2n1 (configuration not stated)
    2%, 6%, -2, 2, -2%, 0%, -4%, -1%, 31, -3
- O=C(Nc1cccc(C2OCCCO2)c1)c1cccs1
    -3%, 0%, 16, -1, -1%[46.1 µM], -4%, -5%, ., -33, -9
- COc1ccc(Cn2c(C)ccc2C)cc1
    ., -7%, 2, 1, 6%, 1%, -1%, 1%, -5, 29
- COc1cccc(-n2c(SCC(=O)O)nnc2-c2cccnc2)c1
    -3%, -5%, -9, -1, 8%, -1%, 2%, -1%, -8, -2
- O=C(COc1ccccc1)Nc1ccccc1F
    18%, -1%, -8, 4, ., ?, 0%, 3%, -10, -9
- Cc1cc(Cl)c2oc(C(=O)N3CCN(c4cccc(C)n4)CC3)c(C)c2c1
    4%, 5%, 42, 1, ., 0%, 4%, -6%, 4, -8
- Nc1cc2c3c(cccc3c1)C(=O)N(CCN1CCCC1)C2=O
    6%, -19%, -32, -1, 7%, ?, 7.9µM*, 3%, -13, -5
- COC(Cc1nnc(SC)n1-c1ccccc1)OC
    1%, 0%, -4, 2, 0%, 1%, 4%, 0%, -3, 12
- CC(C)(C)OC(=O)N[C@H](C(=O)OC(C)(C)C)c1ccc(Br)cc1
    7%, 3%, -14, ., -2%, ?, ., ., 7, ?
- COc1ccc(N=C2SCC(=O)N2Cc2ccccc2)cc1
    3%, 9%, -5, 1, 3%, ?, -6%, -1%, 5, -20
- CCN(CC)C(=O)C(=O)c1ccn(-c2c(C)csc2C(=O)OC)c1
    -5%, 0%, -8, 0, -3%, -3%, 2%, 8%, -6, -2
- COc1ccc(CSCCNC(=S)Nc2ccccc2)cc1Cl
    -2%, 2%, -2, -2, 4%, -14%, 27%, 1%, 8, 6
- O=C(CN1CCCC1)Nc1nnc(-c2cccs2)s1
    1%, -6%, 21, 6, 3%[46.1 µM], 6%, -13%, 2%, 9, 2
- Cc1ccc(-c2nn(CCC#N)cc2C=C(C#N)C#N)cc1
    -12%, -3%, 3, 2, ., -25%, -5%, 1%, 11, -10
- CCn1c(N2CCN(CC(=O)c3c(C)n(C)c4ccccc34)CC2)nc2c1c(=O)[nH]c(=O)n2C
    1%, 3%, 3, 4, 4%, ?, 31%, 2%, 21, 2
- CCN(CC)S(=O)(=O)c1ccc(NS(=O)(=O)c2ccc(O)c([N+](=O)[O-])c2)cc1
    -3%, 6%, -12, 16, 4%[46.1 µM], 9%, -3%, 1%, -1, ?
- CCCNC(=O)C1CCC(CNS(=O)(=O)c2ccc3c(c2)CC(C)N3C(C)=O)CC1 (configuration not stated)
    -18%, -8%, 0, ., 5%, 1%, 13%, 1%, -4, 21
- CCC(C)(C)C1CCc2[nH]nc(C(=O)O)c2C1 (configuration not stated)
    7%, -17%, -2, ., -1%, 3%, ., ., ., -19
- COCCCNc1cc(C)nc2ccccc12
    1%, -4%, 0, 5, 8%, -5%, 6%, 2%, 7, 10
- COc1cc(/C=N/Nc2ccc(C(=O)O)cc2)ccc1O
    -3%, ?, -43, 1, 1%, ?, -11%, 6%, 1, -3
- Cc1cc(C(=O)N/N=C2\CC(=O)CC(C)(C)C2)c2ccccc2n1
    8%, 0%, -3, -22, 3%[46.1 µM], ?, -3%, 0%, 0, -30
- Cc1[nH]nc2ncc(C(=O)c3cc(Cl)cc(Cl)c3O)cc12
    -4%, 3%, 0, 6, 2%, 27%, -15%, 1%, -16, -26
- COc1cc(C(=O)NC23CC4CC(CC(C4)C2)C3)cc(OC)c1OC
    4%, 1%, -5, 0, -10%, -2%, -8%, 0%, 6, -10
- Cc1ccc(NC(=O)c2cc(=O)[nH]c3ccccc23)cc1C
    13%, 1%, 5, 1, 9%, 0%, 30%[activator], 0%, -4, -13
- O=C(Cn1cnc2c(nnn2-c2ccccc2)c1=O)N1CCCc2ccccc21
    -3%, 0%, 11, -1, -10%, 3%, 4%, 1%, 3, 0
- CCOC(=O)CC1C(=O)NCCN1S(=O)(=O)c1ccc(Cl)cc1 (configuration not stated)
    -12%, 2%, 19, -1, -31%, 3%, 2%, -2%, 5, -19
- COc1ccc(OC)c(C(=O)NC(CC(N)=O)c2ccc(NCc3ccccn3)c([N+](=O)[O-])c2)c1 (configuration not stated)
    5%, -3%, 5, 0, 1%, -3%, 0%, ., -2, -8
- COc1ccc(NC(=O)CCCc2nnc3n(C)c(=O)c4sccc4n23)cc1
    0%, 1%, 15, 0, 2%, 4%, 30%, 0%, 4, ?
- Cc1csc(=O)n1CC(=O)OCC(=O)NC(C)c1ccc(F)cc1 (configuration not stated)
    8%, -4%, 2, ., -1%, 2%, ., ., -4, -4
- O=C1c2cnccc2CN1Cc1ccccc1
    -8%, 2%, 12, 0, -2%, 1%, -5%, -1%, -9, -1
- Cc1ccc(-c2csc(NC(=O)c3cccs3)n2)cc1
    0%, 1%, -17, -2, 1%, ?, 24%, -1%, 14, -15
- N#Cc1c(NC(=O)CSc2ncn[nH]2)sc2c1CCCC2
    -4%, 7%, -38, 1, 4%, 23µM*, -19%, 0%, 2, 6
- Cc1ccccc1OCCNC(=O)CSc1ccc(C(F)(F)F)cc1[N+](=O)[O-]
    18%, 0%, 1, 2, 3%[46.1 µM], ?, 0%, 0%, 19, -5
- CCOC(=O)c1sc(=S)n(Cc2ccccc2)c1C
    10%, -6%, 2, 3, 2%, ?, 3%, -1%, 19, 5
- CCc1cc2c(=O)n(Cc3ccco3)c(SCC(=O)NC3CCS(=O)(=O)C3)nc2s1 (configuration not stated)
    -1%, -9%, 0, 0, 5%, ?, 3%, -1%, 0, -18
- COc1ccc(N2CCN(C(=O)c3nc4nc(C)cc(C)n4n3)CC2)cc1
    0%, -2%, 0, 1, 0%, 3%, 2%, 0%, -1, 5
- O=C1c2ccccc2C(=O)N1Cc1nc(-c2ccncc2)no1
    3%, -5%, -5, 5, -3%, -8%, 7%, -3%, 21, -16
- CCC(=O)Nc1ccc(S(=O)(=O)NCC2CCCO2)cc1 (configuration not stated)
    -2%, 0%, 9, 1, -9%, -19%, -5%, -2%, 34, 20
- COCCNC(=O)C(c1ccc(F)cc1)N(C(=O)CCC(=O)Nc1ccccn1)C1CCCCC1 (configuration not stated)
    2%, 0%, -6, 1, 1%, 3%, 13%, 2%, -10, -4
- Cc1ccc(C(=O)N/N=C2\CC3CC=CC23)c(C)c1 (configuration not stated)
    5%, -3%, -3, 0, 0%, ?, 13%, 4%, ., 9
- Oc1[nH]c(N=C2N=c3ccccc3=N2)c2ccccc12
    -8%, 0%, 12, -5, 3%, ?, -3%, 2%, 13, -18
- COc1ccc(C(=S)N2CCOCC2)cc1OC(=O)c1cccc([N+](=O)[O-])c1
    8%, -1%, -11, 2, 4%, 3%, -5%, 7%, -7, 1
- CCc1ccc(CC2S/C(=C(\C#N)C(C)=O)NC2=O)cc1 (configuration not stated)
    14%, -2%, 18, -6, -2%, 13%, -1%, 5%, -2, 17
- COc1ccccc1NC(=S)NC(NC(=O)c1ccco1)C(Cl)(Cl)Cl (configuration not stated)
    13%, -5%, 4, -2, -5%[46.1 µM], ?, 6%, 1%, -12, 6
- CC(C)c1nc(SCC(=O)N2CC(=O)Nc3ccccc32)c2ccccc2n1
    0%, 4%, -1, -9, 1%, ?, 0%, 1%, -4, 13
- Cc1cc(C)c(S(=O)(=O)c2ccccc2C)c(N(C)C)n1
    8%, 1%, ?, 1, -4%, 5%, -3%, -1%, 3, -2
- CCOC(=O)N1CCN(C(=O)COc2cc(=O)n(C)c3ccccc23)CC1
    -13%, -20%, -1, 1, 0%, -25%, -1%, -2%, -14, -18
- CCOC(=O)c1c(C)[nH]c(C(=O)OCC(=O)Nc2ccc(Cl)cn2)c1C
    4%, 1%, 22, ., 15%, 2%, ., ., 4, 46[activator]
- CSCC(C)N1CCC(n2nccc2NC(=O)CCc2ccccc2)CC1 (configuration not stated)
    -16%, 1%, -3, 0, -8%, 3%, 7%, ., -5, 3
- O=C(NNC(=O)c1ccccc1Br)c1ccc(SCC2CCCO2)c([N+](=O)[O-])c1 (configuration not stated)
    4%, 3%, -5, 0, -1%, ?, -1%, -3%, -6, -7

# Screens from PubChem BioAssay.
